# Assay outcomes: PubChem, several laboratories
# hcDAF-12 act: activates DAF-12 receptor from parasite H. contortus; 370,000 tested, 1.4% active; HEK293 hcDAF-12 lit1-tk-luc reporter, luminescence; 0% DMSO, 100% Δ7-dafachronic acid; activation, % at 6.8 µM;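 active = activation above the mean of all tested compounds plus 3 SD, cut at about 5.5% in these data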;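 note: 100% = response to 3 µM Δ7-dafachronic acid high control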
# DAX1 inh-1: inhibitors of human orphan nuclear receptor DAX1 (NR0B1). HEK293 Gal4-DAX1 luciferase reporter, luminescence. AID 504766. 340,000 tested, 0.99% active. P51843. inhibition, % at 6.75 µM;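 active = inhibition above the mean over all tested compounds plus 3 SD, cut at about 4.2% in these data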;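 note: 0% = DAX1-transfected cells with DMSO and 100% = empty-vector control cells with DMSO; inhibition shows as a rise in luminescence from relieved DAX1 repression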
# hgDAF-12 ag: agonists of H. glycines DAF-12 nuclear receptor; HEK293 GAL4-hgDAF12 UAS-luciferase reporter, agonist luminescence; normalized to butyrate control; activation, % at 6.8 µM; 370,000 tested, 1.8% active;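 active = activation above a cutoff set at the mean of all screened compounds plus 3 SD, cut at about 10% in these data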;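 note: 0% = DMSO wells and 100% = sodium butyrate wells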
# DAX1 inh-2: blocks DAX1 repression of SF-1 activated StAR promoter; AID 652010; inhibition, % at 6.8 µM; HEK293T StAR-luciferase reporter, SF-1/DAX-1 repression relief; 370,000 tested, 1.1% active;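 active = inhibition above the mean over all tested compounds plus 3 SD, cut at about 3.6% in these data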;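 note: 0% = DAX-1 cells with DMSO and 100% = cells lacking DAX-1 with DMSO; higher inhibition means more luminescence from relief of DAX-1 repression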
# GC-A act: GC-A (human) enzyme activation; HEK293 GC-A cells, cGMP TR-FRET, EC30 ANP; 0% at EC30 ANP, 100% saturating ANP; AID 1671463; P16066; activation, % at 10 µM; 370,000 tested, 0.14% active; in the data active = activation above about 40%
# Target sequence (P16066 whole entry, looked up): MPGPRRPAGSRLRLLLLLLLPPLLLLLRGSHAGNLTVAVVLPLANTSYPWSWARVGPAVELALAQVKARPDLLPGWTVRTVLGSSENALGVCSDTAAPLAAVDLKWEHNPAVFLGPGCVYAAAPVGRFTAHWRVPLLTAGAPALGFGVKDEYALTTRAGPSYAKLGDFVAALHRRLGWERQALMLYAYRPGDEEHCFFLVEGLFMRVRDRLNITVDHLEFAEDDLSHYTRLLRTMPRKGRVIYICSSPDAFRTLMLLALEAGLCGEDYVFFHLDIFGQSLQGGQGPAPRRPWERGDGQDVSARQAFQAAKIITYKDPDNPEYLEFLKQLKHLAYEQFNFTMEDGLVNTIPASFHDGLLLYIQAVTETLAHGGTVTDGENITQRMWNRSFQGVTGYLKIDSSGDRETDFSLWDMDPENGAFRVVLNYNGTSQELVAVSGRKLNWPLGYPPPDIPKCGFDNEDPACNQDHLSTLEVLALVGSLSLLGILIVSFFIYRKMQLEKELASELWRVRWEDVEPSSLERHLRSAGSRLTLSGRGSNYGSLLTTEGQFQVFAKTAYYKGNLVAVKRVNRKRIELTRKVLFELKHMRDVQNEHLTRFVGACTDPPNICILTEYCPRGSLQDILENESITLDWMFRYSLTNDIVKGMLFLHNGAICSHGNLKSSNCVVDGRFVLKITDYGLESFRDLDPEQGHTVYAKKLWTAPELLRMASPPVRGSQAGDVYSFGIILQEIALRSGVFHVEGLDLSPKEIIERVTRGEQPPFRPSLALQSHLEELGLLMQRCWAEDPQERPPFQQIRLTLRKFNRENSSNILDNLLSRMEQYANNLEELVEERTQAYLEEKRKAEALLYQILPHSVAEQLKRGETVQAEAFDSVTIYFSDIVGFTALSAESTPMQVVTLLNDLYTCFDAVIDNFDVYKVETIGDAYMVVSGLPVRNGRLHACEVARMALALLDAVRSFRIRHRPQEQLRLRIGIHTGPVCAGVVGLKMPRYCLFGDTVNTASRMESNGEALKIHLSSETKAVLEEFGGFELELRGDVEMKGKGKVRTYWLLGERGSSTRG
# PG9 binder: binds the HIV-1 gp120 antibody PG9. AID 624416. TR-FRET gp120-PG9 antibody binding. inhibition, % at 6.7 µM. 360,000 tested, 0.43% active; in the data active = inhibition above about 8.5%
# ssDAF-12 act: activators of S. stercoralis DAF-12 nuclear receptor | activation, % at 6.8 µM | HEK293 ssDAF-12/GRIP1 lit1-tk-luc reporter, luminescence; % of 3 µM dafachronic acid response | 370,000 tested, 1% active;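 active = activation above the mean over all tested compounds plus 3 SD, cut at about 0.9% in these data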;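 note: 0% = DMSO-only wells and 100% = 3 µM delta7-dafachronic acid wells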
# ADAM17 inh: inhibits human ADAM17. recombinant ADAM17, EDANS/DABCYL FRET peptide cleavage. inhibition, % at 6.95 µM. 370,000 tested, 0.83% active. AID 720648;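 active = inhibition above the mean of compounds lying between control limits plus 3 SD, set per campaign, cut at about 8.5% in these data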;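 note: 0% = DMSO-only wells as the low control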
# ADAM10 inh: ADAM10 inhibition, QFRET primary screen. O14672. recombinant ADAM10, EDANS/DABCYL FRET peptide cleavage, 3 h. inhibition, % at 7 µM. 370,000 tested, 0.62% active. AID 720582;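 active = inhibition above a per-campaign cutoff equal to the mean of compounds falling between control-based bounds plus 3 SD, cut at about 20% in these data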;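 note: 0% = DMSO wells while the 100% control is not disclosed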
# SMARCA2 activ: activators of SMARCA2 function | AID 652017 | activation, % at 9.1 µM | 370,000 tested, 1% active | MG213 cells, MMTV-luciferase reporter, dexamethasone, overnight; in the data active = activation above about 7.8%;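 note: 0% = vehicle wells and 100% = reference activator wells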
# GAA850 FXN act: activators of GAA850 frataxin (FXN) promoter | HEK293 lucGAA850 FXN promoter luciferase reporter, 24 h; percent of 10 µM SAHA response | activation, % at 6 µM | 360,000 tested, 0.56% active | AID 540364;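 active = activation above the average of all compounds screened plus 3 SD, cutoff fixed separately per campaign, cut at about 7.5% in these data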;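 note: 0% = DMSO wells and 100% = 10 µM SAHA wells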
# Starred values were filed as active, the others as inactive; i = inactive; . = no result given.
SMILES,hcDAF-12 act,DAX1 inh-1,hgDAF-12 ag,DAX1 inh-2,GC-A act,PG9 binder,ssDAF-12 act,ADAM17 inh,ADAM10 inh,SMARCA2 activ,GAA850 FXN act
COC(=O)c1c(NC(=O)c2c(Cl)cnn2C)sc(C)c1C,-0.2,-0.1,0.0,0.0,-4,-1.6,-1.1,-1,-10,0,0.8
COc1ccc(NC(=O)CSc2nnc(NC(=O)C3CCC3)s2)cc1,-1.8,0.2,-0.2,-0.1,-1,-2.3,-1.2,-1,12,-2,2.6
N#C/C(N=Nc1ccccc1O)=N\Nc1ccccc1O,-0.2,-1.7,-0.8,-1.2,-7,-11,-1.0,-1,2,-5,-1.6
CC(C)c1nc(C(=O)N2CCCC(N3CCN(c4cccc(Cl)c4)CC3)C2)cs1 (stereo not given),-2.2,-0.6,-2.8,-3.2,-6,-1.5,-1.5,-1,0,-4,0.9
COCCN(C(=O)Cc1cccs1)C(C(=O)NCc1ccc(OC)cc1)c1ccc(OC)cc1 (stereo not given),-2.1,0.0,0.0,-0.2,-6,-3.2,-1.3,0,-2,0,-1.7
O=C(NCCCN1CCOCC1)c1onc(CSc2ccccc2)c1C(=O)NCCCN1CCOCC1,-2.3,0.1,-2.1,-0.1,1,-0.2,-1.1,-1,4,1,-0.2
CN(Cc1ccccc1)C(=O)c1ccc(NC(=O)Cc2cccc(NC(=O)C3CCCN(C(=O)C4CCCCC4)C3)c2)cc1 (stereo not given),-2.3,0.5,-2.1,0.6,1,1.4,-1.6,1,3,-1,-0.7
COc1cc(C(=O)NCC(=O)OCn2nnc3ccccc3c2=O)cc(OC)c1OC,0.1,2.3,-3.7,-0.1,-3,1.4,-1.0,-1,0,2,-0.7
CCOc1ccc(NC(=O)COC(=O)Cn2cnc3ccccc32)cc1,-0.2,1.6,0.6,0.2,-3,-1.2,-0.9,-4,-6,-1,0.8
Cc1ccc(C(=O)CSc2nnc3ccccn23)c(C)c1,5.7*,0.8,11*,4.4*,-5,0.1,0.1,-10,-14,2,0.2
CCOC(=O)Cc1csc(SCC(=O)Nc2cc(C)ccc2OC)n1,-1.5,-0.5,1.6,0.1,-3,-3.0,-1.0,1,3,0,0.1
O=C(CS(=O)(=O)c1cn(CC(=O)N2CCOCC2)c2ccccc12)NCc1ccccc1,0.3,0.2,1.6,2.5,4,-1.3,-0.8,-2,-6,-1,-0.5
COCCn1c(C)cc(C(=O)COc2cccnc2[N+](=O)[O-])c1C,-3.1,-0.7,-5.6,-1.4,2,-1.1,-2.4,-2,-3,-4,-2.8
CCc1cc(Cn2nc(-c3ccccc3)cc2C(=O)NCC2CC2)on1,-1.6,3.6,1.0,-0.6,6,0.7,-1.3,-2,4,-1,-0.4
CCC(c1nnc(SCC(=O)Nc2ccc(N3CCOCC3)cc2)n1Cc1ccccc1)N(C)C (stereo not given),-0.3,-0.1,0.8,1.3,2,1.1,-0.6,-4,-2,0,-0.2
Cc1snnc1C(=O)NC(=S)Nc1ccccc1,-1.2,-0.1,-0.2,-0.4,-6,1.4,-0.5,-6,-17,-2,1.6
CSCC[C@@H](C(=O)NCCCCCCCCCCC(=O)N1CCNCC1)n1cc(CCO)nn1,-0.9,0.8,-2.6,0.3,2,-0.4,0.1,-7,-8,-1,1.5
CC(=O)N1CCc2ccc(S(=O)(=O)N3CCc4ccccc43)cc21,-2.6,-1.6,-2.7,-2.5,3,1.9,-2.0,1,-2,-2,3.9
Cc1cccc(NC(=O)COC(=O)c2ccc(S(=O)(=O)N3CCCCCC3)cc2)c1,-0.8,-1.7,-0.3,-1.2,-3,3.6,-0.8,-8,-8,0,2.2
O=C(C1CCN(Cc2nc(Cc3cccc(F)c3)no2)CC1)N1CCOCC1,-1.8,-0.4,5.3,-0.2,1,-0.2,-1.8,-3,-4,1,-1.1
Cc1ccc(S(=O)(=O)N2CCCOC2CNC(=O)C(=O)NCc2ccco2)cc1 (stereo not given),2.9,-1.2,-0.4,0.4,-1,-1.3,-1.4,-1,-2,0,1.8
COc1cccc(Sc2ccccc2/C=N/NC(N)=O)c1,-0.3,-4.4,3.5,-1.6,5,-1.5,-1.6,0,14,-5,-3.3
CCc1cccc(CC)c1NC(=S)N1CCn2cccc2C1c1cccnc1 (stereo not given),-2.6,-0.1,1.2,0.1,-10,2.0,-0.3,-3,-8,-2,-1.1
Cc1ccc(CN2CCSc3ccc(C(=O)NCc4cccnc4)cc32)cc1,1.2,0.4,1.0,-0.3,8,4.8,-1.5,i,i,-5,1.2
O=C(CNC(=O)c1ccco1)NCC(=O)OCc1cccc(Cl)c1,-1.4,0.0,0.5,0.2,2,-0.2,-1.5,-2,-7,1,1.2

# A portion from the list above, as a working copy:
SMILES,hcDAF-12 act,DAX1 inh-1,hgDAF-12 ag,DAX1 inh-2,GC-A act,PG9 binder,ssDAF-12 act,ADAM17 inh,ADAM10 inh,SMARCA2 activ,GAA850 FXN act
COC(=O)c1c(NC(=O)c2c(Cl)cnn2C)sc(C)c1C,-0.2,-0.1,0.0,0.0,-4,-1.6,-1.1,-1,-10,0,0.8
COc1ccc(NC(=O)CSc2nnc(NC(=O)C3CCC3)s2)cc1,-1.8,0.2,-0.2,-0.1,-1,-2.3,-1.2,-1,12,-2,2.6
N#C/C(N=Nc1ccccc1O)=N\Nc1ccccc1O,-0.2,-1.7,-0.8,-1.2,-7,-11,-1.0,-1,2,-5,-1.6
CC(C)c1nc(C(=O)N2CCCC(N3CCN(c4cccc(Cl)c4)CC3)C2)cs1 (stereo not given),-2.2,-0.6,-2.8,-3.2,-6,-1.5,-1.5,-1,0,-4,0.9
COCCN(C(=O)Cc1cccs1)C(C(=O)NCc1ccc(OC)cc1)c1ccc(OC)cc1 (stereo not given),-2.1,0.0,0.0,-0.2,-6,-3.2,-1.3,0,-2,0,-1.7

# More results follow:
SMILES,hcDAF-12 act,DAX1 inh-1,hgDAF-12 ag,DAX1 inh-2,GC-A act,PG9 binder,ssDAF-12 act,ADAM17 inh,ADAM10 inh,SMARCA2 activ,GAA850 FXN act
FC(F)(F)Oc1ccccc1C(c1nnnn1C1CCCCC1)N1CCN(C/C=C/c2ccccc2)CC1 (stereo not given),-1.1,.,0.3,0.2,-1,0.1,-1.2,9.8*,-5,-6,.
NC(=O)NC(=O)CN1C(=O)NC(c2ccccc2)(c2ccccc2)C1=O,-0.5,0.6,-0.4,1.2,-2,-2.0,-0.9,3,-1,-5,-0.4
COc1ccc(S(=O)(=O)NC(C)C(=O)NCc2ccncc2)cc1OC (stereo not given),0.2,5.8*,0.7,0.0,0,0.8,-1.2,-2,-5,-4,-0.5
COC[C@@H]1NS(=O)(=O)c2ccc(Br)cc2O[C@H]1c1ccccc1,0.7,3.3,-2.1,-1.1,-23,-1.6,-1.0,-1,5,-4,0.1
N[C@@H](CO)c1nnc([C@H](Cc2ccc(O)cc2)NC(=O)C2CCNCC2)o1,-1.2,1.8,0.8,0.6,2,0.4,-1.2,-2,-5,1,0.1
COc1ccccc1NC(=O)CN1C(=O)COc2ccc(S(=O)(=O)N3CCOCC3)cc21,-0.6,0.1,-2.4,0.0,-1,-1.2,-1.3,-2,-3,-2,-1.2
COCCN(C(=O)CSc1nnc(-c2ccccc2F)o1)c1c(N)n(CC(C)C)c(=O)[nH]c1=O,-1.1,-0.2,-0.9,1.2,3,-0.5,-1.1,2,-4,-1,0.4
O=C(CCC(=O)OCc1cccc([N+](=O)[O-])c1)Nc1ccc(F)cc1,-1.7,2.6,1.5,0.2,4,-0.4,-1.2,1,-2,-1,2.1
O=C(NCc1cccc(Cl)c1)c1ccc(CS(=O)Cc2ccc(Cl)cc2)o1 (stereo not given),-2.4,-0.7,-0.3,-0.5,-3,-1.6,-1.5,0,12,-3,-0.8
CCOC(=O)N1CCN(C(=O)CSc2nnc(-c3ccc(C)c(C)c3)o2)CC1,1.3,4.1,3.9,0.3,-2,-3.3,-0.5,-3,-15,-2,1.4
COc1c(C)cc(C(=O)C2CCCN(C(=O)CCc3scnc3C)C2)cc1C (stereo not given),-3.0,-2.7,-5.9,-1.4,-1,-0.4,-2.7,-2,4,-1,1.0
COc1ccc(CNS(=O)(=O)c2ccc(S(=O)(=O)NC3CC3)cc2)cc1,-2.2,-0.1,-2.5,-0.4,2,-0.9,-1.2,-2,2,-2,2.6
Cc1cc(C(=O)Nc2sc3c(c2C#N)CCC(C)C3)no1 (stereo not given),1.0,2.7,9.9,2.4,0,-3.1,-0.3,-4,-1,6,0.3
CCCCCCCCN1C(=O)[C@H](CC(=O)NCc2ccc(OC)c(OC)c2)C[C@@]2(C(=O)OC)CC(C)(C)CC=C12,-0.3,.,-0.3,-0.5,-9,0.4,-1.7,8.7*,24*,-2,.
C[C@H]1CN([C@@H](C)CO)C(=O)Cc2cc(NC(=O)CCC(F)(F)F)ccc2O[C@H]1CN(C)C(=O)Nc1ccc(F)cc1,-0.7,0.9,-0.9,-0.1,-3,-0.4,-1.0,-3,-5,1,1.6
Cc1[nH]c2ccc(C(=O)N3CCN(Cc4ccccc4)CC3)cc2c1C,-0.7,-0.7,-0.5,-0.2,1,-0.4,-1.7,-2,5,1,-0.3
CCCCCn1c(=O)[nH]c2cc(C(=O)NCCCN(CC)CC)ccc2c1=O,-1.4,-0.6,2.7,0.9,2,-1.7,-1.0,-18,-73,1,-0.2
Cc1cc(NC(=O)CCC(=O)N(Cc2ccco2)C2(C(=O)NC3CCCCC3)CCCC(C)C2)no1 (stereo not given),-2.8,-0.3,-0.1,0.3,-7,-1.4,-1.3,0,-1,1,-0.9
CCOC(=O)C1=CNS(=O)(=O)NC1c1ccc(OC(C)=O)cc1 (stereo not given),0.6,-0.8,-1.2,1.8,0,-1.3,0.2,-49,-169,-7,0.8
O=C1NCC(O)=C1C=NCCCO,-0.6,-0.5,0.8,-0.3,0,1.1,-1.3,-4,-4,0,-0.2
Cc1ccc(N(C)C(=O)CCNC(=O)Cn2cnc3ccccc3c2=O)cc1C,-1.0,-0.7,-1.1,-0.1,-6,2.0,-0.9,1,6,-2,-1.1
COc1cc2c(c(OC)c1OC)-c1c(cc(OC)c(OC)c1OC)C[C@](C)(O)[C@@H](C)C2,-2.2,2.8,-0.7,-0.1,0,-0.5,-0.5,-4,-2,1,-1.3
CCOC(=O)CSc1nc2ccsc2c(=O)[nH]1,-0.3,0.6,2.5,-0.4,-4,-3.7,-1.0,-2,0,6,2.0
O=C(NCc1ccco1)c1ccc2nc([C@@H]3O[C@H](CO)[C@H](O)[C@H](O)[C@H]3O)[nH]c2c1,-0.3,.,-1.5,0.7,0,0.0,-1.2,-4,-10,-3,-1.0
O=C(CSc1nnc2ccccn12)Nc1cccc(S(=O)(=O)N2CCOCC2)c1,-3.1,-0.6,-0.6,-0.1,-3,-0.4,-0.6,3,-1,-3,1.6
COc1ccc(/C=N/NC(=O)c2ccn[nH]2)cc1CSc1ccccn1,0.5,0.1,7.0,1.2,-5,-1.9,-1.0,-2,6,5,3.9
O=C(Nc1ccc(F)cc1)c1ccccc1S(=O)(=O)c1ccccc1[N+](=O)[O-],-0.7,0.3,-3.1,-0.3,5,-0.8,0.0,-3,-5,-3,4.1
